Compound activity deposited in PubChem by several laboratories.
Ba/F3 V617F tox = lowers viability of Ba/F3 cells expressing EpoR and JAK2V617F; ATP luminescence; inhibition, % at 5.6 µM; 220,000 tested, 1.1% active; AID 1446;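 active = inhibition above the campaign mean plus 3 SD over all tested compounds, cut at about 24% in these data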;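 note: cytokine-independent growth of Ba/F3 cells driven by EpoR plus mutant JAK2; 0% = DMSO-treated cells and 100% = JAK inhibitor I control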
NPY-Y2 PAM-ag = potentiators or agonists of human neuropeptide Y receptor Y2; P49146; cells expressing NPY-Y2, potentiator/agonist read-out; activation, % at 3.6 µM; 220,000 tested, 0.45% active; in the data active = activation above about 27%;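 note: cells stimulated with NPY near EC25 plus isoproterenol at EC100; 0% = vehicle plus submaximal agonist and 100% = vehicle plus saturating agonist; some results beyond the cut were filed as inactive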
NPY Y1 blocker = blocks the human neuropeptide Y Y1 receptor; HEK293-CNG Y1 cells, membrane potential fluorescence; NPY at EC95, then isoproterenol; inhibition, % at 3.6 µM; AID 1040; 200,000 tested, 1% active;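 active = inhibition above the campaign mean inhibition of all tested compounds plus 3 SD, cut at about 20% in these data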;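 note: 0% = DMSO wells given NPY plus isoproterenol and 100% = isoproterenol alone without NPY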
Target sequence (P25929 whole entry, looked up): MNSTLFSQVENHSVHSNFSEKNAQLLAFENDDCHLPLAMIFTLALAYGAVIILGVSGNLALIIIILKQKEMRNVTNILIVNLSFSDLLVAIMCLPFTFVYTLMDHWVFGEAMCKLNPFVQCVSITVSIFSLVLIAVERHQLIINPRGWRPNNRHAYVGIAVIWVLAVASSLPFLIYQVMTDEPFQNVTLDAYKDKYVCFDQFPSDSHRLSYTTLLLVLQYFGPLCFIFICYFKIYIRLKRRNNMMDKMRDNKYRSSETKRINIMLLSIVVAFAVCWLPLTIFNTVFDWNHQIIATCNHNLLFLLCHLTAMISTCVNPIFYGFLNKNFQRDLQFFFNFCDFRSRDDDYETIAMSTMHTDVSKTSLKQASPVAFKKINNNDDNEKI
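System: HEK293 cells with Y1 receptor plus CNG channel / Probe or stimulus: NPY 25 nM then isoproterenol 1 µM plus Ro 20-1724 25 µM / Compound: one concentration, 3.6 µM, in 0.4% DMSO / Schedule: compound incubation 1 h at room temperature, readout 45 min post-stimulation / Measured by: membrane potential fluorescence / Read-out: % inhibition of NPY effect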
Runt-CBFb FRET = inhibitors of human RUNX1 Runt domain binding to CBFb. Q01196+Q13951. Cerulean-Runt/Venus-CBFb FRET ratio 530/480, 1 h. inhibition, % at 20 µM. 220,000 tested, 0.46% active;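 active = inhibition over about 50% at 20 µM in the single-dose screen, limit read from the data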;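 note: 0% = DMSO wells and 100% = excess unlabeled CBFb competitor control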
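Reagent – Venus-CBFb binding partner, 100 nM · Assay system – Cerulean-tagged RUNX1 Runt domain (FRET donor) fusion protein · Input – 100 nM per protein · Incubation – two 1 h room-temperature incubations shielded from light · Measured by – FRET fluorescence · Medium – Tris buffer pH 7.5 with salts and BSA · Benchmarks – unlabeled CBFb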
NPY-Y1 PAM-ag = potentiators or agonists of human neuropeptide Y receptor Y1. NPY-Y1 expressing cells, potentiator/agonist activation. P25929. 220,000 tested, 0.37% active. activation, % at 3.6 µM. AID 1304; in the data active = activation above about 33%, passing the limit was not always enough;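 note: cells stimulated with NPY at EC10 then isoproterenol at EC100; 0% = low agonist plus stimulus and 100% = saturating agonist plus stimulus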
BaF3 parental = reduces parental Ba/F3 cell viability, JAK2V617F counter-screen; 220,000 tested, 1.1% active; AID 1486; inhibition, % at 5.6 µM; CellTiter-Glo ATP luminescence;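 active = inhibition above a per-campaign cutoff, the mean inhibition of all tested compounds plus 3 SD, cut at about 27% in these data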;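 note: 0% = DMSO wells and 100% = JAK Inhibitor I control wells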
S1P4 antag = antagonists of human S1P4 receptor | O95977 | S1P4-expressing cells, antagonist mode, reporter read-out | inhibition, % at 4.98 µM | 220,000 tested, 0.26% active | AID 1510; in the data active = inhibition above about 29%;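 note: 0% = wells stimulated with agonist and 100% = vehicle wells without agonist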
Target sequence (O95977 whole entry, looked up): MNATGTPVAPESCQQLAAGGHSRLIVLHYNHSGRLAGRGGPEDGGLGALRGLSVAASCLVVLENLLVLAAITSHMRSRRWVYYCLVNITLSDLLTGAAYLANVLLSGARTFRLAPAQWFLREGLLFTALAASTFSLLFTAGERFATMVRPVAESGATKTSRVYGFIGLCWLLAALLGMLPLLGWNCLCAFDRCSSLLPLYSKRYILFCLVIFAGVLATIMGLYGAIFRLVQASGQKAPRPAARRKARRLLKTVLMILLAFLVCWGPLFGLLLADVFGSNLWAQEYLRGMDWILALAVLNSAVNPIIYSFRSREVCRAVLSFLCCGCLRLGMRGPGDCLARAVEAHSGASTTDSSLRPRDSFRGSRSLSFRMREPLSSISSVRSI
S1P4 ag = human S1P4 receptor agonism | S1P4-expressing cell line, agonist reporter assay | AID 1509 | O95977 | activation, % at 4.98 µM | 220,000 tested, 0.35% active; in the data active = activation above about 11%;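 note: 0% = DMSO vehicle and 100% = reference agonist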
RBBP9 inhibitor = human RBBP9 hydrolase inhibition; O75884; recombinant RBBP9, FP-Rh probe fluorescence polarization; inhibition, % at 7.94 µM; 220,000 tested, 0.2% active;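 active = inhibition above the campaign mean of all tested compounds plus 3 SD, cut at about 14% in these data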;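 note: plate controls were DMSO wells with RBBP9 for no effect and wells lacking RBBP9 protein for full effect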
Target sequence (O75884 whole entry, looked up): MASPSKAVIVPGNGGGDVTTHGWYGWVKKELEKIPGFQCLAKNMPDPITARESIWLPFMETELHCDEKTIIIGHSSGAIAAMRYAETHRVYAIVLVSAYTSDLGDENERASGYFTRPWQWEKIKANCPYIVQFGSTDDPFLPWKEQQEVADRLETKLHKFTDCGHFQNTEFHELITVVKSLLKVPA
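System: RBBP9 protein / Buffer or medium: Tris/NaCl buffer pH 8.0 with 0.1% Pluronic / Probe or stimulus: Serine-hydrolase probe FP-Rh, 375 nM pre-mixing / Dosing: 7.94 µM single dose, 0.794% DMSO / Times: enzyme-compound preincubation 30 min, then probe labeling 45 min, 25 °C / Technique: fluorescence polarization (mP), excitation 525 nm, emission 598 nm / Replication: singlicate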
* marks the source's active call; other numbers are inactive results; . = no result given. Not a hit list; overall some 3.6% were active at least once.

Values in the order – RBBP9 inhibitor	NPY-Y1 PAM-ag	S1P4 ag	BaF3 parental	Ba/F3 V617F tox	Runt-CBFb FRET	NPY Y1 blocker	S1P4 antag	NPY-Y2 PAM-ag
CSc1nnc(C(C)(C)C)c(=O)n1/N=C/c1ccc(Cl)cc1
  -3	-11	1.4	-3	0	0	.	14	-3
Cc1ccc(C2=NN=C(NC(=O)CSc3nncn3C)SC2)cc1
  7	10	-0.6	-2	-5	49	3	0	1
COc1ccc(N2C(=O)C(CC(=O)Nc3ccc(Cl)cc3)N(NC(=O)c3cccc(F)c3)C2=S)cc1 (centres undefined)
  -9	52	-0.2	-5	-8	-1	.	-22	0
Cc1cc(-c2nc(C)c(-c3nnc(SCC(=O)Nc4ccc(Cl)cc4)n3C)s2)no1
  -4	2	-0.5	0	-1	0	.	-2	3
O=C(O)c1cccc(NC(=S)N/N=C/c2ccccc2OCc2ccc(Br)cc2)c1
  -11	27	1.9	2	-3	-2	-8	-11	12
Oc1ccc(N=Nc2n[nH]c(-c3ccc(Br)cc3)n2)cc1
  1	3	-1.4	4	0	-9	3	-4	-5
CCC1CCCCN1C(=O)CCCOc1ccccc1 (centres undefined)
  -3	-5	1.6	1	0	-3	2	-3	-6
COc1ccc(C2c3[nH]c4ccccc4c3CCN2Cc2ccoc2)c(F)c1 (centres undefined)
  -10	1	1.5	3	1	12	4	-1	-10
CCOC(=O)N1CCN(c2ncnc3c2[nH]c2ccc(OC)cc23)CC1
  -2	-7	1.1	9	4	-2	6	3	-14
O=c1cc(N2CCCCC2)c(-c2ccccc2)nn1Cc1ccccc1Cl
  -6	22	-0.5	7	0	-3	3	4	0
Cc1ccc2c(c1)c1c(n2CC(O)CNC(CO)(CO)CO)CCCC1 (centres undefined)
  -7	17	-0.7	13	0	-6	2	-30	7
CCCNC(=O)c1oc2ccc3c(c2c1C)C(=O)CC(C)(C)O3
  -1	-9	-0.7	1	-4	-2	5	-3	7
COc1ccc(C2=NOC(C(=O)NCc3cccs3)C2)cc1OC (centres undefined)
  0	-5	0.1	76*	87*	1	23*	-4	-11
Nc1ccc(C(=O)c2cccs2)cc1
  -6	4	0.7	5	0	-2	4	-8	-3
COC(=O)c1cccc(NS(=O)(=O)c2cccs2)c1C
  -2	-7	1.5	3	0	0	14	0	-5
Cc1ccc(C2CC(C(F)(F)F)n3nc(C(=O)NCC4CCCO4)cc3N2)cc1 (centres undefined)
  -7	4	-2.6	-2	-4	-8	0	7	0
CCOC1(/N=C(\C)NS(=O)(=O)c2ccc(Cl)cc2)C(C)=CC(=O)C=C1C
  -4	-12	0.2	5	2	5	3	-6	1
CC(C)C(=O)Nc1ccc(NC(=O)c2cccs2)cn1
  -9	9	-0.3	2	-2	-2	3	-9	0
COC(=O)c1sccc1NC(=O)CC1C(=O)NCCN1C(=O)c1ccc(F)cc1 (centres undefined)
  -9	4	-0.6	0	-1	-1	.	16	7
CC1CCc2c(sc(NC(=O)c3nc4ncccn4n3)c2C#N)C1 (centres undefined)
  0	-12	3.4	-3	-1	25	.	-12	2
Brc1ccc2cccnc2c1
  -5	20	-1.5	4	2	0	2	-1	-14
O=C1CC(NNC(=O)c2cccc(F)c2)C(=O)N1 (centres undefined)
  -1	12	0.4	-4	-1	2	.	0	-4
COc1cccc(C2NC(C)(C(=O)O)C3C(=O)N(C(C)C)C(=O)C23)c1O (centres undefined)
  -1	-2	0.8	4	-3	2	2	-4	11
CC12CCC(C(=O)O)(c3nc4cc([N+](=O)[O-])ccc4nc31)C2(C)C (centres undefined)
  -5	16	-0.1	-4	-3	1	.	-18	2
COc1cccc(/C=N/Nc2nc(Nc3ccccc3)nc(-n3nc(C)cc3C)n2)c1O
  -36	-15	1.8	6	1	-2	3	-5	0
COC(=O)c1sccc1NC(=S)OC
  9	8	2.0	-3	0	-1	.	-10	0
CCOC(=O)c1sc(=NC(=O)C2CC2)n(C)c1C
  -16	-6	0.9	1	-2	1	1	-21	-13
c1ccc(C2=Nn3c(nnc3-c3n[nH]c4c3CCC4)SC2)cc1
  4	-31	1.0	5	3	-1	9	-10	-14
NC(=O)c1c(NC(=O)c2ccco2)sc2c1CCC2
  -13	21	-0.3	5	-2	3	-7	18	20
O=C(CN1CCCCC1)Nc1cccc(-n2cnnn2)c1
  8	-4	-0.5	2	-3	-2	1	2	2
COc1ccc(C(=O)Nc2ccccc2-c2nnn(CC(=O)NCc3ccco3)n2)cc1
  -6	22	-2.0	4	-6	-3	-2	-10	2
O=C1/C(=C/c2cccs2)CCc2ccccc21
  -9	-9	0.7	4	6	1	5	7	-13
Clc1ccccc1-c1nnc(-c2ccccc2Cl)o1
  -13	-21	2.0	4	4	21	4	-20	-4
Cc1ccc(C(C)C)c(OCCNS(C)(=O)=O)c1
  6	31	0.3	2	-3	-1	6	-20	15
CCN(CC)C(=O)c1c(C)nc2ccccn12
  -4	14	-1.1	5	0	4	1	0	13
O=C(Nc1ccccc1)c1ccc(C(=O)Nc2ccccc2)nc1
  -6	-4	0.0	0	-3	-1	-1	-17	-4
CN1C(=O)C(O)(CC(=O)/C=C/C=C/c2ccccc2)c2ccccc21 (centres undefined)
  3	-20	-3.5	1	-2	1	3	-1	9
COc1ccc(OCC(=O)NNC(=O)c2cccnc2)cc1
  -2	-18	2.7	-2	-4	0	-1	3	-12
O=C1OCCC1Sc1nc2cc(Cl)ccc2s1 (centres undefined)
  -7	-21	-0.8	0	-1	0	16	-22	-24
COc1cccc(/C=N/n2cncn2)c1OCC#N
  -11	4	0.6	2	4	1	-2	-19	-3

Filtered by structure: the compounds so far with a cyano group.
Values in the order – RBBP9 inhibitor	NPY-Y1 PAM-ag	S1P4 ag	BaF3 parental	Ba/F3 V617F tox	Runt-CBFb FRET	NPY Y1 blocker	S1P4 antag	NPY-Y2 PAM-ag
CC1CCc2c(sc(NC(=O)c3nc4ncccn4n3)c2C#N)C1 (centres undefined)
  0	-12	3.4	-3	-1	25	.	-12	2
COc1cccc(/C=N/n2cncn2)c1OCC#N
  -11	4	0.6	2	4	1	-2	-19	-3

Next section
Values in the order – RBBP9 inhibitor	NPY-Y1 PAM-ag	S1P4 ag	BaF3 parental	Ba/F3 V617F tox	Runt-CBFb FRET	NPY Y1 blocker	S1P4 antag	NPY-Y2 PAM-ag
CC(Oc1ccccc1)C(=O)N1CCCc2ccccc21 (centres undefined)
  0	11	0.4	2	-4	-1	9	22	-4
COc1ccc(C(=O)NN/C(=N/S(=O)(=O)c2ccc(C)cc2)c2ccccc2)cc1
  -12	-24	-0.5	4	4	1	.	-6	38
O=C(CN1C(=O)NC2(CCCCCC2)C1=O)NCc1ccco1
  3	-7	1.4	5	1	0	1	-20	1
O=C1CSC(c2cccnc2)N1Cc1ccc(Cl)cc1Cl (centres undefined)
  -4	4	1.3	0	-6	0	.	-19	11
O=C(N/N=C/c1cccnc1)c1ccccc1OCc1cccc(Br)c1
  -8	-3	1.0	0	-3	-5	7	-4	-16
Clc1ccc(-c2cn3c(n2)-c2ccccc2C3)cc1Cl
  -3	-45	-2.7	8	-1	3	3	-8	-10
COc1ccc(CSCC(=O)N/N=C/c2ccccc2OCc2ccccc2)cc1
  -7	-31	-1.4	1	-2	1	4	-19	-16
CCNC(=O)c1ccccc1-c1nc(-c2ccccc2Cl)no1
  -2	12	0.3	2	2	0	-2	-16	-31
Cc1ccc(C=Nc2ccccc2C(N)=O)o1
  0	8	-0.1	2	-1	-1	-1	-3	6
O=S(=O)(c1cccc(Cl)c1)N1CCCC1
  -8	4	-0.8	2	0	2	-1	-27	-13
CCn1cc(C2=NOC(C(=O)Nc3ccc4c(c3)OCO4)C2)c(C)n1 (centres undefined)
  4	2	5.6	2	-2	-2	-7	-28	-4
CCN(CC)C(=O)CSc1nc2ccccc2c(=O)n1CC
  -4	-32	-2.6	0	-2	2	4	-15	-11
CCCCCCCCCC[n+]1cccc2c3ccccc3ccc21
  7	-11	1.5	92*	101*	-4	50*	-9	-6
Cc1cc(Cl)ccc1OCC(=O)OC(C)C(=O)N(C)C (centres undefined)
  -7	-17	-0.1	2	0	-1	3	3	7
COc1cc(C2C(C(C)=O)=C(O)C(=O)N2c2ccc(C)cc2)ccc1O (centres undefined)
  -5	-5	0.9	4	-2	0	7	-22	-29
C=CCN(CC=C)C(=S)NC(=O)c1ccc(-c2ccccc2)cc1
  4	-2	-1.4	1	0	4	6	-8	-14
O=C(NNC(=O)c1cccs1)c1ccc(Br)o1
  -8	-12	0.8	3	-2	0	3	-23	-4
COc1cccc(-c2cc(C(=O)N3CCc4ccccc4C3)no2)c1
  3	-51	-0.4	4	-2	-4	9	-3	-22
Cc1ccnc(SCC(=O)Nc2oc(-c3ccccc3)c(-c3ccccc3)c2C#N)n1
  -3	-28	-1.4	3	-1	-7	7	-7	-5
COc1ccc2c(C(F)(F)F)cc(=O)oc2c1C
  8	-6	0.1	3	-4	2	6	-24	23
O=C(N/N=C/c1ccc(Br)s1)c1cccnc1
  -8	-4	-0.9	6	-2	1	7	-12	8
CCCOC(=O)CC1C(=O)NCCN1Cc1ccc(F)cc1 (centres undefined)
  -2	3	0.0	7	-2	4	2	-5	-2
O=C(/C=C/c1ccccc1)c1ccc2c3c(cccc13)CC2
  -6	3	1.6	3	-1	0	3	-3	-25
CCOCc1nc(C)c(Cl)c(NS(=O)(=O)c2ccc(N)cc2)n1
  -5	-12	0.6	5	2	1	-4	-13	-2
CC(C)c1cc(NCC2CCCO2)n2c(nc3ccccc32)c1C#N (centres undefined)
  0	-5	0.7	7	4	23	2	-1	6
Cc1ccc(S(=O)(=O)Nc2ccc3c(c2)n(C)c(=O)n3C)c(C)c1
  1	-1	2.9	0	2	-13	7	-21	-15
COCCNC(=O)CN(c1cc(Cl)ccc1OC)S(C)(=O)=O
  3	-2	1.5	3	2	-2	4	-9	6
CCC(CO)NCc1cc(OC)c(OCC(=O)NCCc2ccccc2)cc1Br (centres undefined)
  -7	-6	1.7	1	-2	0	-7	-14	-8
Cc1ccnc(SCC(=O)c2cccs2)n1
  0	8	0.4	-2	-3	6	2	-9	6
COc1ccccc1Nc1nc(N)nc(CSc2nncn2C)n1
  -2	6	0.2	7	1	0	-3	-23	-3
CC(C)C(=O)c1cn(CC(=O)NCc2ccco2)c2ccccc12
  -17	3	-3.2	3	2	-4	2	-23	-9
CCOC(Cn1cc(C)c(=O)[nH]c1=O)OCC
  -5	4	1.6	2	-2	1	5	-15	9
